Source: PubChem (several laboratories)
MT1-MMP act inh: inhibitors of human MT1-MMP activation; P50281; HT1080 RFP-PRO-GFP cells, GFP/RFP ratio fluorescence, overnight; percent of plate control window, DMSO zero; GFP/RFP ratio change, % at 20 µM; 0.061% of 360,000 active; AID 651647;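 active = GFP/RFP ratio change of at least 30% with cell ATP level not reduced by more than half and red fluorescence within 50% of control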; also: strong numbers were not always called active
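system = RFP-PRO-GFP reporter HT1080 cells | dosing = 20 µM single dose, 1% DMSO | timing = overnight cell settling, then overnight compound exposure, 37 °C, 5% CO2 | read-out basis = GFP/RFP fluorescence ratio | controls = DMSO and RFP-L50D-GFP cell wells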
TbMetRS inhib: Trypanosoma brucei MetRS inhibition. purified T. brucei MetRS, ATP depletion, Kinase-Glo luminescence. 0.4% of 360,000 active. inhibition, % at 11.9 µM. AID 624268;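 active = inhibition above a per-plate cutoff of the control wells' mean inhibition plus 3 SD, cut at about 5.5% in these data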;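 also: 0% = DMSO wells median and 100% = median of wells with control inhibitor compound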
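Dosing: 11.9 µM compound single dose, 0.9% DMSO; Assay system: purified T. brucei MetRS enzyme; Measured by: Kinase-Glo luciferase luminescence reporting remaining unconsumed ATP; Schedule: 15 min plus 2 h at 25 °C.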
SKN-1 block: blocks SKN-1 activity in C. elegans; C. elegans VP596 Pgst-4::GFP/RFP ratio, acrylamide-induced, 24 h; inhibition, % at 21.8 µM; 0.49% of 360,000 active;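 active = interference check ratio from 0.5 to 1.5 plus GFP to RFP signal ratio inhibition reaching or exceeding a fixed threshold, cut at about 30% in these data, passing the limit was not always enough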; also: some compounds called inactive have numbers as strong as hits
E coli Lon inh: inhibitors of E. coli Lon protease. 0.42% of 360,000 active. AID 602123. purified E. coli Lon protease, fluorescence polarization. inhibition, % at 7.94 µM; in the data active = inhibition above about 13%, passing the limit was not always enough;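 also: 0% = enzyme with probe and DMSO and 100% = no enzyme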
Target sequence (P0A9M0 whole entry, looked up): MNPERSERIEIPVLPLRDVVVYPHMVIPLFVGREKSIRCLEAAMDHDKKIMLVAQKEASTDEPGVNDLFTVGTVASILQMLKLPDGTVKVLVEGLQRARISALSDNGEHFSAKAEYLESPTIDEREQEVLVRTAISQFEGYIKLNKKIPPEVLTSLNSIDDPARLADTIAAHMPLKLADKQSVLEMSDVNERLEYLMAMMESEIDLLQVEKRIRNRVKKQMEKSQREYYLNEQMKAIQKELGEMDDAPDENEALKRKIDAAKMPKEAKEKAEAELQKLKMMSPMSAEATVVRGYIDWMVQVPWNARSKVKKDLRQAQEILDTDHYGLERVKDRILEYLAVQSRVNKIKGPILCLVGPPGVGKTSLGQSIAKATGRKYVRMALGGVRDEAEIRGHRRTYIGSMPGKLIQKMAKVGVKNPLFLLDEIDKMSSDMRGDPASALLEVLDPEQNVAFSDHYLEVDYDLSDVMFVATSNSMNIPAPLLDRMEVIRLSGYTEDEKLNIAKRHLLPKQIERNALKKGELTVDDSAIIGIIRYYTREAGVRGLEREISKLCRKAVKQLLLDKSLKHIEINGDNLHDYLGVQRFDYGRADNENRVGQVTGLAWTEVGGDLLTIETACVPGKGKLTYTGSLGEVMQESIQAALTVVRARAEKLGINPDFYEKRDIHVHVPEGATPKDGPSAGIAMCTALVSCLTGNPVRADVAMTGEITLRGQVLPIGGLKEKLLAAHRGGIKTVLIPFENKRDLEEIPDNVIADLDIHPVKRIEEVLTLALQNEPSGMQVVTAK
MLLE-PAM2 inh: blocks PAM2 peptide binding to the PABP1 MLLE domain | 0.36% of 360,000 active | inhibition, % at 20 µM | GST-MLLE / FITC-PAM2 fluorescence polarization | P11940; in the data active = inhibition above about 35%, passing the limit was not always enough;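 also: plate controls were DMSO wells with GST-MLLE for no effect and wells lacking GST-MLLE protein for full effect; some results filed as inactive read as strong as hits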
NRP1-CendR mod: modulators of CendR peptide binding to human neuropilin-1 | O14786 | FAM-RPARPAR peptide binding to NRP-1, fluorescence polarization | inhibition, % at 25 µM | 0.85% of 360,000 active;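 active = inhibition or corrected inhibition above about 18%, plus a signal ratio from 0.5 to 1.5, limit read from the data, passing the limit was not always enough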; also: strong numbers were not always called active
MsrA act: bovine methionine sulfoxide reductase A activation; 0.3% of 360,000 active; purified bovine MsrA, absorbance read-out; activation, % at 10.6 µM; in the data active = activation above about 7.5%;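 also: 0% = vehicle and 100% = reference activator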
FAS-TE inh: inhibitors of human fatty acid synthase thioesterase domain. inhibition, % at 15 µM. recombinant FAS-TE, OMFH fluorogenic substrate, fluorescence endpoint. P49327. 0.67% of 360,000 active. AID 602261;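 active = compounds whose normalised, plate-corrected inhibition of enzyme fluorescence in the single-dose primary screen is 50% or more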;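 also: 0% = DMSO with enzyme and 100% = substrate without enzyme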
MsrA inh: inhibitors of bovine MsrA; purified bovine MsrA, absorbance read-out; inhibition, % at 15.5 µM; 0.75% of 360,000 active; in the data active = inhibition above about 4.5%;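 also: 0% = vehicle wells with enzyme and 100% = reference inhibitor wells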
* marks the source's active call; other numbers are inactive results; / = no result given. Random draw from the library. About 4% of those tested had a hit in this group.

Values run as follows: MT1-MMP act inh	TbMetRS inhib	SKN-1 block	E coli Lon inh	MLLE-PAM2 inh	NRP1-CendR mod	MsrA act	FAS-TE inh	MsrA inh
CCOC(=O)c1ccc(N2C(=O)c3n[nH]c(C)c3C2c2ccco2)cc1 (stereo not given)
 : 4	0.1	6	-3	-5	6	2	-1	-0.2
COCCn1c(SCC(=O)c2c(N)n(C)c(=O)n(C)c2=O)nc2ccccc21
 : -1	-0.6	4	-2	-1	8	-2	-4	-1.5
COc1ccc(-n2c(=S)[nH]c3cc(C(=O)NCCCN4CCCC4=O)ccc3c2=O)cc1OC
 : 0	-0.7	11	5	12	-2	1	-1	-2.1
Cc1nn2c(NCCCN(C)C)c3c(nc2c1-c1ccccc1)CCC3
 : -4	-0.6	1	4	2	-14	0	-3	2.1
Cc1ccccc1-n1c(SCc2csc(Nc3ccccc3)n2)nnc1-c1cccnc1
 : -3	0.2	10	-4	2	-12	-4	2	0.0
c1ccc(CC2CCN(C3=Nc4cccc5cccc3c45)CC2)cc1
 : -26	0.4	9	-23	-30	-60	-2	5	/
CSCCC(=O)NC1CC(C)(C)Cc2c1cnn2-c1ccccc1C (stereo not given)
 : 0	0.4	12	-3	-9	-2	-1	-5	2.6
COC(=O)c1cc(N2CCN(C)CC2)nc2ccccc12
 : -35	0.3	-6	96*	146	78	-2	-29	0.7
Cc1nn(Cc2ccc(F)cc2)c(C)c1NC(=O)C1c2ccccc2Oc2ccccc21
 : -2	-0.4	3	-12	-3	9	-1	-3	0.5
Clc1ccc(Cl)c(OCCCCN2CCCCC2)c1
 : 5	-0.3	1	8	-1	7	-1	-4	-1.2
Nc1nc(N)c2ncc(C(=O)CCc3ccccc3)nc2n1
 : -13	0.1	17	-1	-29	-26	-1	-2	1.4
COc1ccc(S(=O)(=O)N2CCOCC2)cc1NC(=O)COc1ccc2ccc(=O)oc2c1
 : 0	-0.3	16	-2	1	-7	-10	-6	-1.2
CC12CCC(C(=O)NCc3ccc4c(c3)OCO4)(C(=O)C1=O)C2(C)C (stereo not given)
 : 6	-1.8	22	-4	10	-10	-5	-6	-1.3
Cc1c(Cl)ccc(S(=O)(=O)NCCCn2ccnc2)c1Cl
 : 4	0.3	5	-5	3	2	-3	0	-0.3
CCO[C@H]1OC(C(=O)NCc2ccccc2)=C[C@@H](c2ccc(Br)cc2)[C@@H]1CCCO
 : 2	-0.3	27	2	9	1	1	10	0.0
O=C(O)CCc1ccc(S(=O)(=O)NCCc2ccccc2)cc1
 : 3	-0.9	-3	-6	6	-7	1	-7	-0.5
Cn1c(=O)c2c([nH]c(=S)n2Cc2ccc(Cl)cc2)n(C)c1=O
 : 1	-1.6	1	3	-42	12	-2	0	0.3
CCc1ccc(NC2CC(=O)N(CCc3ccc(OC)c(OC)c3)C2=O)cc1 (stereo not given)
 : 3	0.1	19	10	-2	0	-1	0	-0.9
CCCS(=O)(=O)c1nc(S(=O)(=O)c2ccc(C)cc2)c(NCCCn2ccnc2)s1
 : -4	0.4	-10	-1	-4	6	0	-4	0.9
Cc1cc(NS(=O)(=O)c2ccccc2)n(-c2ccccc2)n1
 : 9	-0.8	20	1	-5	5	0	-9	-0.8

Sorted by count of non-hydrogen atoms (ascending): part of the list above
Values run as follows: MT1-MMP act inh	TbMetRS inhib	SKN-1 block	E coli Lon inh	MLLE-PAM2 inh	NRP1-CendR mod	MsrA act	FAS-TE inh	MsrA inh
Cn1c(=O)c2c([nH]c(=S)n2Cc2ccc(Cl)cc2)n(C)c1=O
 : 1	-1.6	1	3	-42	12	-2	0	0.3
CC12CCC(C(=O)NCc3ccc4c(c3)OCO4)(C(=O)C1=O)C2(C)C (stereo not given)
 : 6	-1.8	22	-4	10	-10	-5	-6	-1.3
Cc1ccccc1-n1c(SCc2csc(Nc3ccccc3)n2)nnc1-c1cccnc1
 : -3	0.2	10	-4	2	-12	-4	2	0.0

The results go on:
Values run as follows: MT1-MMP act inh	TbMetRS inhib	SKN-1 block	E coli Lon inh	MLLE-PAM2 inh	NRP1-CendR mod	MsrA act	FAS-TE inh	MsrA inh
CC(C)CCNC(=O)C(=O)Nc1cc2c3c(c1)CC(=O)N3CCC2
 : 4	-0.2	-3	-4	-7	7	-1	-2	-0.1
Cc1[nH]n(-c2ccccc2)c(=O)c1C(=O)c1ccc(Cl)cc1
 : 2	-0.1	-3	11	-8	-9	-1	-6	1.0
COc1cc(C(=O)NCCCc2nc3ccccc3n2Cc2cc(C)ccc2C)cc(OC)c1OC
 : 4	-0.7	16	-9	-7	10	1	1	0.4
Cn1c(CNC(=O)Nc2ccccc2Cl)nnc1SCc1ccccc1
 : 1	-0.9	13	7	-12	-6	0	-1	-1.1
COc1cc(CNC(=O)CCCC(=O)c2ccccc2)cc(OC)c1OC
 : 0	-1.0	8	-1	4	8	-4	-3	-0.9
O=C(COC(=O)C1CCC1)Nc1ccc(Oc2ccccc2)cc1
 : 2	-1.1	-32	7	-27	-8	-14	0	-0.5
Cc1ccc(NC(=O)CSCC(=O)N2CCN(c3cccc(C(F)(F)F)c3)CC2)cc1
 : 4	-0.2	19	1	0	0	-1	20	-0.8
O=C(COc1ccccc1)N(Cc1nnc(-c2ccccc2Cl)o1)C1CC1
 : 1	-0.3	7	7	-6	-8	1	-1	-0.2
CCC1CC(CSc2ncn[nH]2)OC1=O (stereo not given)
 : -1	-0.7	17	-2	-1	-6	-7	-6	1.1
O=C(Nc1ccc(-c2cn3ccsc3n2)cc1)c1ccc(F)c(S(=O)(=O)N2CCOCC2)c1
 : 16	0.1	17	7	-10	-15	-1	6	1.9
Cc1ccc(N/N=C/c2ccncc2)cc1
 : -1	-0.7	10	-5	12	3	-2	1	-0.5
Cn1c(N2CCCC2)nc2c1c(=O)n(Cc1cccc(F)c1)c(=O)n2C
 : 4	0.1	-9	0	7	-2	-3	-3	-0.3
N#Cc1c([N+](=O)[O-])cc([N+](=O)[O-])cc1S(=O)(=O)Cc1ccccc1
 : 0	-0.1	2	11	30	2	-2	-18	2.0
Cc1ccccc1NC(=O)N1C2CCCC1CC(NC(=O)C1CC1)C2 (stereo not given)
 : 7	0.0	-12	3	3	-6	3	-9	-0.2
CCOC(=O)CC(=O)Nc1c(C)cc(C)cc1C
 : 6	-1.2	-3	0	-14	0	-5	-3	/
Cc1cccc(-c2ccc3ncnc(NCc4cccs4)c3c2)c1
 : -8	-0.2	2	0	-5	3	-3	5	-0.5
O=C(Nc1ccc(F)cc1)C(c1cc2ccccc2o1)N1CCN(C(=O)c2ccco2)CC1 (stereo not given)
 : 9	-0.5	8	/	/	-9	/	/	0.5
COc1ccc(CCn2c(C)cc(C(=O)COC(=O)c3cnc(C)cn3)c2C)cc1
 : 2	-0.4	14	10	-8	0	-1	2	0.5
Cc1ccc(-n2c(SCC(=O)Nc3ccc4c(c3)OCO4)nnc2-c2ccoc2C)cc1
 : 4	0.0	11	-2	3	7	0	26	-0.9
Cc1cc2ccccc2nc1SCC(=O)NC1CCCCC1
 : -3	0.9	7	-5	4	0	-3	10	2.9
O=C(N/N=C/C=C/c1ccccc1)c1n[nH]c2c1CCC2
 : 14	-0.4	2	-3	-2	7	1	-5	1.6
N#CCC(=O)Nc1ccc(C(=O)OCC(=O)Nc2ccccc2-c2ccccc2)cc1
 : 0	-0.7	4	-5	9	7	-9	-1	-0.2
CC1(C)NC(=O)N(CC(O)COc2cccc(F)c2)C1=O (stereo not given)
 : -1	-0.2	-7	-1	7	1	-12	-8	-0.5
O=C(Cn1cnc2ccccc2c1=O)NNC(=O)c1ccccc1F
 : 1	-0.2	0	-4	-6	8	-3	-2	-0.4
CS(=O)(=O)N(CC(=O)NCc1ccco1)c1ccc(Cl)cc1Cl
 : 1	-0.9	-1	-2	3	-7	-12	-4	-1.0
NC(=O)C1CN(C(=O)c2cccc(S(=O)(=O)N3CCc4ccccc43)c2)c2ccccc2O1 (stereo not given)
 : 1	-0.6	-29	5	6	2	-10	-4	1.3
O=C(c1ccccc1Sc1ccc([N+](=O)[O-])cc1)N1CCCCC1
 : 2	1.4	18	-5	6	-3	-4	-1	1.9
O=C(CCN1C(=O)S/C(=C\c2ccccc2)C1=O)N1CCCCC1
 : -1	-0.5	-3	7	3	4	-1	-2	2.9
O=C(CNC(=O)c1ccccc1F)OCCCOC(=O)CNC(=O)c1ccccc1F
 : 1	-0.3	-25	-13	0	2	-2	-7	-0.1
O=C(CNc1ccc(F)cc1F)NC(=O)NCc1ccco1
 : -1	0.1	1	-14	-2	-9	-4	-5	2.1
CC(C)(C)OC(=O)N1CCC[C@H]1c1nnc(SCc2c(Cl)cccc2Cl)o1
 : -1	-0.9	6	-13	21	-3	-2	12	0.4
CCCNC(=O)c1csc(Nc2cccc3ccccc23)n1
 : -1	-0.5	6	-6	-2	-3	-3	8	2.2
CCOC(=O)C1(Cc2ccccc2)CCN(Cc2ccc(COC)o2)CC1
 : -5	-0.2	-2	10	-9	5	3	1	2.3
O=C(CCc1c[nH]c2ccccc12)NCCOc1ccccc1
 : -2	-0.6	9	0	2	0	-5	-2	0.6
OC(c1ccc(F)c(F)c1)c1nc(-c2ccoc2)cs1 (stereo not given)
 : -2	-0.2	-8	-20	-3	-13	-2	0	0.2
CC(=O)Nc1ccc(NC(=O)CSc2nnc(CNc3ccc(F)cc3)n2CC2CCCO2)cc1 (stereo not given)
 : 5	-0.2	-2	-9	-12	2	-2	-1	-0.9
COc1ccc(-n2c(=O)c3c4c(sc3n3c(=S)[nH]nc23)COC(C(C)C)C4)cc1 (stereo not given)
 : -2	-0.1	-9	-3	-100	4	-4	-2	0.0
Cc1ccc(-c2ccccc2[C@@H]2C[C@H]3CN(C)C(=O)[C@]34CCCN24)o1
 : 6	-0.6	-5	-6	15	16	-3	-2	0.3
CC(C)NC(=O)c1cc(C2CCCCN2S(=O)(=O)c2ccc(F)cc2F)on1 (stereo not given)
 : 3	-0.3	-13	-3	5	-5	-2	-3	-0.8
